Tb PGK inh – qHTS Assay to Find Inhibitors of Phosphoglycerate Kinase | Phosphoglycerate kinase, glycosomal (Trypanosoma brucei brucei), P07378 | PGK/GAPDH coupled, Kinase-Glo luminescence, 60 min | Potency, µM (highest dose often 57.5 µM), without a hit: at the highest dose activity change, negative = inhibition, most hits filed as inhibitors | hit rate 0.043% among 380,000; note: potency is the fitted concentration of half-maximal effect; % is set by controls: 0 for no effect and ±100 for the full control effect; nearly all actives have a fitted effect of over 60% in size
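Recombinant glycosomal PGK reaction used 1,3-bisphosphoglycerate generated in-well by GAPDH (100nM final) in 100mM TEA pH 7.6, 5mM MgCl2, 0.01% Tween-20. After 60 minutes at room temperature, ATP was read by Kinase-Glo Plus luminescence end-point.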
Pin1 inh – qHTS Assay to Find Inhibitors of Pin1 | Pin1 FP peptide displacement, HiFluor488, 10 min | Potency, µM (highest dose often 115 µM), inactives show at the highest dose activity, negative = inhibition, most hits filed as inhibitors | hit rate 0.009% among 390,000 | AID 504891, 2011; active = well fitted inhibition curve with a large enough effect in the polarisation, with a control signal flat, not every such curve was filed as active; inconclusive = small, poorly fitted or top-dose-only effect, or effect the other way, or a change in a side signal; inactive = no such curve, though single readings can be large or run the other way; the % refers to the polarisation; note: potency is the fitted concentration of half-maximal effect; % is set by controls: 0 for no effect and ±100 for the full control effect
mIDH1 inhibitor – qHTS for Inhibitors of mutant isocitrate dehydrogenase 1 (IDH1): qHTS; Isocitrate dehydrogenase [NADP] cytoplasmic (Homo sapiens), O75874; IDH1-R132H enzyme, NADPH consumption, diaphorase/resazurin fluorescence; Potency, µM (titrated, usually from 76.6 µM), for the others: at the top dose activity change, negative = inhibition, usual class: inhibitors; hit rate 0.093% among 390,000; AID 602179, 2012; note: potency is the fitted concentration of half-maximal effect; % is set by controls: 0 for no effect and ±100 for the full control effect; nearly all actives have a fitted effect of over 65% in size
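IDH1-R132H (0.5 ug/mL dispensed) in pH 7.5 Tris buffer was preincubated 30 min with compound, then given a substrate mix of 0.016 mM NADPH and 2 mM alpha-KG for 80 min at room temperature; remaining NADPH was read by diaphorase/resazurin fluorescence.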
HP1b binding inh – HTS for Inhibitors of HP1-beta Chromodomain Interactions with Methylated Histone Tails; AlphaScreen HP1-beta / biotin-H3K9me3 peptide binding; Potency, µM (doses to about 114 µM), for the others: at the top dose activity change, negative = inhibition, most hits filed as inhibitors; hit rate 0.56% among 390,000; Chromobox protein homolog 1 (Homo sapiens), P83916; note: potency is the fitted concentration of half-maximal effect; nearly all actives have a fitted effect of over 70% in size; inactives centre near 23
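Compound inhibition of the preformed complex between 50 nM HP1-beta and 50 nM biotinylated H3K9me3 peptide was read by AlphaScreen. Buffer was PBS pH 7.4 with 0.01% Tween-20. Incubations ran 30 min at room temperature, with 10 ug/mL donor/acceptor beads.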
TrxR1 substrate – qHTS Assay for Substrates of Mammalian Selenoprotein Thioredoxin Reductase 1 (TrxR1): qHTS. purified TrxR1 substrate turnover, NADPH consumption readout. Potency, µM (titrated, usually from 114 µM), for inactives: at the top dose activity change, negative = substrate turnover. hit rate 0.01% among 390,000. Thioredoxin reductase 1, cytoplasmic (Rattus norvegicus), O89049; note: potency is the fitted concentration of half-maximal effect; % is set by controls: 0 for no effect and ±100 for the full control effect; nearly all actives have a fitted effect of over 50% in size
Target sequence (O89049 whole entry, looked up): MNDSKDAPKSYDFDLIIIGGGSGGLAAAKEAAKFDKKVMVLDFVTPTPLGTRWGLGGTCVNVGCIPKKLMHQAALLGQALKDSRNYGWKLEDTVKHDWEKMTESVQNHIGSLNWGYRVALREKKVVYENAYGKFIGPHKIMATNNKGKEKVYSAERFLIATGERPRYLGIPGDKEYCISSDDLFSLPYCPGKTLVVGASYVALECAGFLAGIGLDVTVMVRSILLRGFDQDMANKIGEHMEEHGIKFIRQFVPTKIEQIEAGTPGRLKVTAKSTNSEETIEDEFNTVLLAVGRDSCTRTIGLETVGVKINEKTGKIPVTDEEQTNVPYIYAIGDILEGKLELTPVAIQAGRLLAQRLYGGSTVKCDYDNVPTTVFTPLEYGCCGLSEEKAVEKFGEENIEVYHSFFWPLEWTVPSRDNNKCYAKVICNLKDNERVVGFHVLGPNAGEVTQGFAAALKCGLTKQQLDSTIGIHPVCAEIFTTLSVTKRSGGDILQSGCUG
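Rat TrxR1, dispensed at 90 nM, was prereduced with 400 uM NADPH (final) for 5 min at ~22 deg C, then incubated with compound 15 min before 400 uM selenite. A first-read NADPH fluorescence drop versus no-compound background flagged substrates.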
USP1 inh – Inhibitors of USP1/UAF1: Primary Screen | Ubiquitin carboxyl-terminal hydrolase 1 (Homo sapiens), O94782 | recombinant USP1/UAF1, Ub-Rhodamine cleavage fluorescence | Potency, µM (highest dose often 57.1 µM), for the others: at the top dose activity change, negative = inhibition, most hits filed as inhibitors | hit rate 0.23% among 390,000 | AID 743255, 2014; note: potency is the fitted concentration of half-maximal effect; % is set by controls: 0 for no effect and ±100 for the full control effect; nearly all actives have a fitted effect of over 60% in size; inactives centre near -12
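In this screen, compounds sit with the deubiquitinase complex (1nM) for 15 min at room temperature before Ub-Rho is added at 150nM final. Fluorescence rise is then followed for 6 reads every 60 seconds.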
GLS inhibitor – qHTS for Inhibitors of Glutaminase (GLS); Glutaminase kidney isoform, mitochondrial (Homo sapiens), O94925; Potency, µM (top dose mostly 45.5 µM), for the others: at the highest dose activity change, negative = inhibition, hits mostly inhibitors; GLS enzymatic activity, qHTS titration; hit rate 0.21% among 410,000; note: potency is the fitted concentration of half-maximal effect; % is set by controls: 0 for no effect and ±100 for the full control effect
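Enzyme dispensed in phosphate buffer (45 mM, pH 8.2, 0.02% Tween-20), compounds pinned in, then 1 mM L-glutamine solution and the glutamate oxidase–HRP–Amplex Red mix added; fluorescence read immediately and again after 30 min at room temperature.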
TrxR1 inh – qHTS Assay for Inhibitors of Mammalian Selenoprotein Thioredoxin Reductase 1 (TrxR1): qHTS; recombinant rTrxR1, NADPH fluorescence consumption, selenite substrate; Thioredoxin reductase 1, cytoplasmic (Rattus norvegicus), O89049; Potency, µM (doses to about 114 µM), without a hit: at the highest dose activity change, negative = inhibition, most hits filed as inhibitors; AID 588453, 2011; hit rate 1% among 390,000; note: potency is the fitted concentration of half-maximal effect; % is set by controls: 0 for no effect and ±100 for the full control effect; nearly all actives have a fitted effect of over 65% in size
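Rat TrxR1 (90 nM in the dispensed reagent) was pre-reduced with 400 uM NADPH for 5 min at room temperature, then incubated with compound for 15 min. After 400 uM selenite was added, NADPH fluorescence (Ex 340/Em 450 nm) was followed for 8 min.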
PI4K2A inh – qHTS for small molecular inhibitors of PI4K2A; activity change, negative = inhibition, % at 76.9 µM; hit rate 0.13% among 420,000; Phosphatidylinositol 4-kinase type 2-alpha (Homo sapiens), Q9BTU6; purified PI4K2A, ADP-Glo luminescence, 1 h; stronger effect = lower value; in the data active = activity change below about -50%; inconclusive = mostly about -30% to -49%;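 note: -100% = wells without enzyme as full effect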
Target sequence (Q9BTU6 whole entry, looked up): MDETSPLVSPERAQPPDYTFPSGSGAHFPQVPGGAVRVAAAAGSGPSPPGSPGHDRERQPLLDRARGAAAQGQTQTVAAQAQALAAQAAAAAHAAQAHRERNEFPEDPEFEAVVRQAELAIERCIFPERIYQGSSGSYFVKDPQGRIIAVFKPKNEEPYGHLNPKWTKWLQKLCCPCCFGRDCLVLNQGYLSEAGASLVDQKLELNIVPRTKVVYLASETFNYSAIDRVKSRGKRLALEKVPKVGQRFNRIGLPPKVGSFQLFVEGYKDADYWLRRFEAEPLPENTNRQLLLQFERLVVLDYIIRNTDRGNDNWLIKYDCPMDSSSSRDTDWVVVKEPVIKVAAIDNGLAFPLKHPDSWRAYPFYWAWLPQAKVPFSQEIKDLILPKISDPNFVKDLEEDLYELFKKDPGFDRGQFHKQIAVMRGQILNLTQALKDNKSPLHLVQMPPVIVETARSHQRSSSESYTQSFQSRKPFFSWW
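In this quantitative HTS, ADP production by PI4K2A was quantified luminescently after 1 h at ambient temperature; 100 microM adenosine served as plate-quality control.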
The depositor's hits bear a star; i = inactive; ? = inconclusive; & = joins results of further samples; [ ] = dose if it differs, or a comment. Unless noted, calls come from the whole dose curve; as a rule, active = well fitted curve in the direction sought with a large enough effect; inconclusive = small, poorly fitted or top-dose-only effect, or another doubt; inactive = no such curve, though single readings can be large; an effect the other way counts as inactive or inconclusive.

Tb PGK inh	Pin1 inh	mIDH1 inhibitor	HP1b binding inh	TrxR1 substrate	USP1 inh	GLS inhibitor	TrxR1 inh	PI4K2A inh	structure
-2%	0%	2%	43%[activator]	-2%	-7%	7%	-10%	2	CCOC(CCn1c(SCC(=O)NC2CCCC2)nc2ccccc2c1=O)OCC
i	22%	18%	91%[activator]	17%	?	-3%	23%	-2	CCOc1cccc2sc(NC(=O)c3ccc(Br)s3)nc12
-2%	6%	5%	24%	-3%	-19%	-6%	4%	-4	CC(=O)c1ccc(N2CCN(C(=O)c3cc(S(=O)(=O)N4CCOCC4)ccc3C)CC2)cc1
i	7%	3%	33%	-32%[57.1 µM]	6%	1%	-26%[57.1 µM]	3	Cc1ccc(S(=O)(=O)C(CNC(=O)C(=O)NCCc2ccccc2)c2cccs2)cc1 (centres undefined)
-7%	34%[activator]	-2%	-20%	4%	-30%	-3%	35%	9	Cc1cc(N)c2cc(NC(=O)/C=C/c3ccccc3Cl)ccc2n1
-1%	1%	-20%	37%	-6%	-8%	-3%	0%	3	COc1ccc(CN2C(=O)c3ccc(C(=O)O)cc3C2=O)cc1
-8%	?	11%	18%	65%[activator]	-14%	64%[activator]	13%	7	Oc1ccc(Br)cc1C=Nc1ccc2c3c(cccc13)CC2
i	-3%	5%	28%	21%[57.1 µM]	-16%	3%	46%[activator][57.1 µM]	-3	COC(=O)Nc1ccc(S(=O)(=O)N2CCC(C(=O)N3CCCCC3C)CC2)cc1 (centres undefined)
21%	-6%	2%	26%	-7%	-5%	0%	-12%	-3	CSc1nnc(SCC(=O)NC(=O)c2ccccc2)s1
i	35%	-1%	-5%	-6%	-10%	7%	10%	1	COc1ccc(/C=C2\Sc3ccc(C(=O)N4CCOCC4)cc3N(C)C2=O)cc1
9%	7%	17%	26%	5%	14%	8%	-7%	-1	COc1cc(/C=C/C(=O)O)cc(OC)c1OC
i	16%	4%	22%	2%[57.1 µM]	-11%	-11%	36%[57.1 µM]	2	CC(C)(C)c1ccc(C(=O)NC(Cc2c[nH]c3ccccc23)C(=O)OCC(=O)c2ccc(Cl)cc2)cc1 (centres undefined)
-10%	0%	-13%	31%	-3%	-3%	-3%	7%	-3	C#Cc1ccc([C@H]2C=C(C(=O)NC3CC3)O[C@@H](OCC)[C@@H]2CCCO)cc1
2%	0%	-13%	?	-6%[57.1 µM]	-14%	14%	-9%[57.1 µM]	1	Cc1c(C(=O)c2ccc(N(C)C)cc2)c2ccccn2c1CCC#N
4%	-5%	-2%	53%[activator]	4%	-25%	2%	21%	1	N#C/C(=C\c1c(N2CCC(C(N)=O)CC2)nc2ccccn2c1=O)C(=O)NC1CCCCC1
-4%	?	-12%	0%[57 µM]	-11%	-27%	-1%	11%	6	O=C(N=c1ccn(-c2nc3ccccc3nc2NS(=O)(=O)c2ccccc2)cc1)c1ccccc1Cl
-15%	19%	2%	-17%	-11%	?	0%	?	2	O=C1NC(=S)S/C1=C\c1cc2ccccc2nc1N1CCCCC1
2%	-2%	10%	38%	-8%	15%	4%	-1%	4	CN1C(=O)[C@H]2[C@@H](/C=C/c3ccccc3)N3C(=O)CN(CC4CC4)C(=O)[C@@]3(C)[C@H]2C1=O
-1%	-1%	9%	40%[activator]	6%	-19%	3%	6%	1	O=C(CCNS(=O)(=O)c1ccc(Cl)cc1)N1CCCCCC1
-6%	-4%	6%	42%[activator]	-1%[57.1 µM]	-2%	-2%	10%[57.1 µM]	10	Nc1cc(Cl)ccc1Oc1ccc2ccccc2c1
i	3%	-14%	11%[57 µM]	8%[57.1 µM]	-27%	7%	33%[57.1 µM]	-2	Cc1ccc(-c2nc(CCNC(=O)C(=O)Nc3ccc(C)cc3C)cs2)cc1
-10%	-24%	-17%	5%	-8%[57.1 µM]	-10%	-4%	4%[57.1 µM]	3	CCOC(=O)C1CCC(CN(Cc2ccc(OC)cc2)S(=O)(=O)c2ccc(C)cc2)CC1 (centres undefined)
-8%	4%	-15%	7%	-6%	-20%	1%	-1%	-2	COc1ccc(NC(=O)c2ccc(-c3nc(CSc4ccc(C)cc4)c(C)o3)cc2)cc1Cl
-2%	6%	-6%	4%	-8%[57.1 µM]	-12%	-4%	-1%[57.1 µM]	1	CCn1nc(C)c2c(-c3ccccc3)cc(=O)n(C(C)C(=O)Nc3ccc(OC)c(OC)c3)c21 (centres undefined)
-10%	-9%	5%	22%	1%	-22%	-5%	18%	5	O=C(CCN1C(=O)C2CC=CCC2C1=O)Nc1cccc(S(=O)(=O)N2CCCCC2)c1 (centres undefined)
-10%	-8%	-5%	-10%	0%	-10%	5%	16%	-5	COc1cc(NC(=O)C(=O)NCCN(C)C)c(OC)cc1Cl
-10%	-2%	-7%	16%	5%	-30%	22%	16%	-3	CC1=C(C)C(OCCCl)N(c2cc(O)c(Cl)cc2F)C1=O (centres undefined)
-7%	?	4%	33%	1%	10%	-15%	6%	-2	Cc1ccc2cc3c(N)c(C(=O)Nc4c(C)[nH]c(=O)[nH]c4=O)sc3nc2c1
-9%	-6%	-8%	16%	-10%	-9%	1%	-14%	-5	Clc1ccc(-c2cc(-c3nnc4n3CCCCC4)c3ccccc3n2)cc1
-9%	-7%	10%	29%	2%	-12%	1%	-4%	-3	O=C(COC(=O)c1ccccn1)c1ccc([N+](=O)[O-])cc1
-3%	2%	-3%	-20%	6%	?	-1%	12%	2	OC(CNCCc1ccc(Cl)cc1Cl)COc1ccccc1 (centres undefined)
1%	7%	3%	32%	-3%	0%	6%	4%	0	COc1cc(C(=O)Nc2cc(C(F)(F)F)ccc2Cl)cc(OC)c1OC
-7%	1%	-8%	26%	-2%	-9%	-1%	14%	-7	O=C(COc1cccc(C(F)(F)F)c1)NCC(c1ccco1)N1CCCC1 (centres undefined)
4%	0%	-14%	30%	1%	-8%	3%	4%	1	COc1ccc(Cc2nc3ccc(C(=O)NCc4ncc(C)[nH]4)cc3o2)cc1OC
i	5%	8%	52%	1%	-9%	-4%	2%	1	O=C(CC12CC3CC(CC(C3)C1)C2)N1CCCOC1
-9%&1%	1%&-7%	2%&0%	-7%&34%	1%[57.1 µM]	-18%&-11%	-15%&21%	31%[57.1 µM]	7&-15	CCc1cccc(NS(=O)(=O)c2ccc(-n3cccn3)cc2)c1
-5%	29%	-12%	9%	4%[57.1 µM]	-11%	2%	5%[57.1 µM]	-28	O=C(Cn1cnc2c(nnn2-c2ccccc2)c1=O)NCc1ccc(F)cc1

Not a retest: four of the compounds above.
Tb PGK inh	Pin1 inh	mIDH1 inhibitor	HP1b binding inh	TrxR1 substrate	USP1 inh	GLS inhibitor	TrxR1 inh	PI4K2A inh	structure
-3%	2%	-3%	-20%	6%	?	-1%	12%	2	OC(CNCCc1ccc(Cl)cc1Cl)COc1ccccc1 (centres undefined)
1%	7%	3%	32%	-3%	0%	6%	4%	0	COc1cc(C(=O)Nc2cc(C(F)(F)F)ccc2Cl)cc(OC)c1OC
-7%	1%	-8%	26%	-2%	-9%	-1%	14%	-7	O=C(COc1cccc(C(F)(F)F)c1)NCC(c1ccco1)N1CCCC1 (centres undefined)
4%	0%	-14%	30%	1%	-8%	3%	4%	1	COc1ccc(Cc2nc3ccc(C(=O)NCc4ncc(C)[nH]4)cc3o2)cc1OC

Bioassay records from PubChem BioAssay.

A portion of the library, so the mix of outcomes need not match the whole.
